HT1080 IDH1KD tx – HT-1080 IDH1 knockdown cell toxicity (counter line). HT-1080 IDH1 knockdown viability, ATP luminescence, 48 h. Potency, µM (highest dose often 46.1 µM), for inactives: top-dose activity, negative = toxicity, most hits filed as cytotoxic. 2% of 360,000 active;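 note: potency is the fitted concentration of half-maximal effect; 0% = DMSO wells and -100% = cell-free medium wells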
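Knockdown cells (IDH1KD HT-1080) received compounds 2 h after plating at 750 cells/well and were kept 48 h at 37 °C in 5% FBS RPMI. A CellTiter-Glo luminescence read gave % activity for curve fitting.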
KB-V1 cytotox – kills drug-selected multidrug resistant KB-V1 cells. Potency, µM (highest dose often 46.1 µM), without a hit: top-dose activity change, negative = cytotoxicity, hits mostly cytotoxic. KB-V1 MDR cells viability, CellTiter-Glo, 72 h. 3.4% of 400,000 active; note: potency is the fitted concentration of half-maximal effect; % is set by controls: 0 for no effect and ±100 for the full control effect; nearly all actives have a fitted effect of over 60% in size
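Cytotoxicity toward P-gp-expressing KB-V1 cells was determined as loss of CellTiter-Glo luminescence after 72 h at 37 degrees C. Compounds were tested in quantitative HTS format across a concentration range, with curves fitted to normalized data.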
MCF10A rereplic – inducers of DNA re-replication in MCF 10A breast cells. Potency, µM (highest dose often 46.1 µM), for inactives: top-dose activity, positive = re-replication, usual class: activators. MCF 10A DNA re-replication, Hoechst nuclear intensity, 48 h. 2.9% of 350,000 active; note: potency is the fitted concentration of half-maximal effect; % of control where 0% means no effect; nearly all actives have a fitted effect of over 50% in size
HT1080NT lethal – kills 2HG-producing HT-1080-NT fibrosarcoma cells; HT-1080-NT fibrosarcoma viability, CellTiter-Glo ATP luminescence, 48 h; Potency, µM (series often up to 46.1 µM), inactives show at the top dose activity, negative = less viability, usual class: cytotoxic; 1.6% of 360,000 active; AID 686970;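 note: NT is the 2HG producing partner of a matched IDH1 knockdown line; potency is the fitted concentration of half-maximal effect; 0% = DMSO-treated cells and -100% = media-only wells without cells; nearly all actives have a fitted effect of over 55% in size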
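Viability by CellTiter-Glo luminescence after 48 h compound exposure at 37C of HT-1080-NT cells (750/well, RPMI, 5% FBS). % activity scaled between DMSO wells and medium-only wells, then curve-fitted and categorized by curve class.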
GLP1R cytotox – cytotoxicity counter-screen for GLP-1 receptor inverse agonists; HEK293 cAMP-luciferase reporter cells, luminescence, 24 h; AID 624418; 0.13% of 410,000 active; Potency, µM (highest dose often 38.3 µM), for the others: at the highest dose activity change, negative = inhibition, actives largely listed as inhibitors;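 note: loss of luciferase light is scored as toxicity; potency is the fitted concentration of half-maximal effect; % is set by controls: 0 for no effect and ±100 for the full control effect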
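1536-well qHTS counterscreen of the MLSMR; 200 cells/uL, 12 h pre-incubation, 23 nL cpd, 24 h at 37 deg C 5% CO2, luciferase detection reagent, 12 min RT, luminescence. Inhibition = undesired.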
IL-1B inflam inh – inflammasome signaling inhibition, IL-1 beta readout; activity change, % at 57.5 µM; 4.7% of 360,000 active; THP-1 LPS/ATP IL-1B secretion, AlphaLISA, 16 h; hits give low values; in the data active = activity change below about -50%; inconclusive = mostly about -30% to -49%; note: % is set by controls: 0 for no effect and ±100 for the full control effect
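THP-1 cells pretreated 1 hr with compounds (up to 57.5 uM final), then stimulated with LPS (250 ng/mL final) plus ATP (1.25 mM final); secreted IL-1B measured by AlphaLISA after 16 hr, decreased signal indicating inhibition.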
KB-3-1 tox – KB-3-1 parental cell cytotoxicity; KB-3-1 viability, CellTiter-Glo ATP luminescence, 72 h; Potency, µM (series often up to 46.1 µM), for the others: at the top dose activity change, negative = cytotoxic, most hits filed as cytotoxic; 1.4% of 400,000 active; AID 1347075; note: potency is the fitted concentration of half-maximal effect; % is set by controls: 0 for no effect and ±100 for the full control effect; nearly all actives have a fitted effect of over 60% in size
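Luminescent ATP read-out (CellTiter-Glo) measures survival of drug-naive KB-3-1 cells after 72 h compound exposure at 37 °C. Titration series was screened from lowest to highest concentration, with DMSO vehicle plates as background controls.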
SW480 rerep – induces DNA re-replication in SW480 colon adenocarcinoma cells. AID 624297. SW480 DNA re-replication, Hoechst DNA content imaging, 48 h. Potency, µM (highest dose often 46.1 µM), for inactives: top-dose re-replication activation, hits mostly activators. 1.8% of 340,000 active; note: potency is the fitted concentration of half-maximal effect; % of control where 0% means no effect; nearly all actives have a fitted effect of over 55% in size
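Quantitative HTS format with DMSO vehicle controls; 48 hr drug incubation at 37 C, then 40 min Hoechst staining and scanning imager measurement at 405 nm excitation.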
D3 ag – D3 dopamine receptor (human) agonism; AID 652048; P35462; max activation, %; 0.58% of 410,000 active; D3R DiscoveRx beta-arrestin cells, luminescence, 90 min; in the data active = max activation above about 30%; note: 0% is about no effect; mostly tested at two doses, the higher about 12 µM
Target sequence (P35462 whole entry, looked up): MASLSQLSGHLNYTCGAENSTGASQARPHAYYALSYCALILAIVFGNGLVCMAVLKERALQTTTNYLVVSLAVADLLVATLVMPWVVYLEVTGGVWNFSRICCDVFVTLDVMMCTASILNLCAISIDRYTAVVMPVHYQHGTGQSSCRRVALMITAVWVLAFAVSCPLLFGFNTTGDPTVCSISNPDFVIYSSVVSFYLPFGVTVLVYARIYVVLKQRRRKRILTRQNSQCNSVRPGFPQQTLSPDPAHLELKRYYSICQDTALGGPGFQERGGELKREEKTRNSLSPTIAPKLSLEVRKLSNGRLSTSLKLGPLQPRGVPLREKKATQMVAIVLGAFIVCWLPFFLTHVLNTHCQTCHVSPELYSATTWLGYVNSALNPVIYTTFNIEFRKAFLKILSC
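Agonist-mode cell screen: cells plated at 1500/well and incubated overnight at 37 °C, then exposed to library compounds for 90 min at 37 °C. Detection reagent was added for 30–60 min at room temperature, and luminescence was read.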
* hit, by the source's call; ? = inconclusive; · = not tested or not shown; [ ] = another dose, or the depositor's remark. Unless noted, calls come from the whole dose curve; as a rule, active = well fitted curve in the direction sought with a large enough effect; inconclusive = small, poorly fitted or top-dose-only effect, or another doubt; inactive = no such curve, though single readings can be large; an effect the other way counts as inactive or inconclusive.

SMILES | HT1080 IDH1KD tx | KB-V1 cytotox | MCF10A rereplic | HT1080NT lethal | GLP1R cytotox | IL-1B inflam inh | KB-3-1 tox | SW480 rerep | D3 ag
Cc1ccc(-n2nc3c(=O)n(CCCC(=O)NCc4cccc(F)c4)nc(C)c3c2C)cc1 | -14% | -10% | 3% | -7% | 5% | -3 | -11% | 3% | -8
Cc1nc2ccc(C(=O)N/N=C/c3cc([N+](=O)[O-])ccc3O)cc2[nH]1 | -7% | -7% | 22% | -8% | -14% | 23 | -4% | -1% | -17
Cc1cccc(-c2noc(CNC(=O)c3ccc(C)cc3C)n2)c1 | · | ? | · | · | 1% | · | -14% | · | -18
O=C(Nc1cccc(C(F)(F)F)c1)C1CCCN1S(=O)(=O)c1cccc2nsnc12 (stereo unspecified) | · | 7.3µM* | · | · | -5% | · | ? | · | 10
Cc1cc(C2C(C#N)=C(N)OC3=C2C(=O)CCC3)c(C)s1 (stereo unspecified) | 1% | 0% | 17% | 7% | 0% | 12 | 1% | -2% | -1
CCc1cc(=O)oc2c(C)c(OC(C)C(=O)NCC3CCC(C(=O)O)CC3)ccc12 (stereo unspecified) | -2% | 0% | -1% | -1% | 6% | 13 | -7% | 11% | 9
Cc1cccc(N(C(=O)c2csnn2)C(C(=O)NCc2ccccc2)c2ccc(C)o2)c1 (stereo unspecified) | -1% | ? | -33% | 0% | -9% | 11 | -1% | -8% | 0
O=C(/C=C/c1ccc(OCCCF)cc1)NCc1ccc(Cl)c(Cl)c1 | -10% | 21% | 7% | -1% | -16% | 1 | 0% | -2% | -6
CCN(CC)Cc1c(O)ccc2c(=O)c(-c3ccccc3OC)coc12 | 15% | 0% | 5% | 16% | -5% | 11 | -1% | ? | 1
Clc1ccccc1Nc1ncnc2c1nnn2Cc1ccccc1 | 2% | 3% | -1% | -27% | 2% | ? | -16% | 1% | -3
CCOC(=O)C(C)Oc1cccc2c(=O)n(CC(=O)Nc3ccc(OCC)cc3)ccc12 (stereo unspecified) | 4% | 4% | 12% | 2% | -15% | -13 | 1% | -2% | 5
O=[N+]([O-])c1cc(C(F)(F)F)ccc1N1CCN(CCO)CC1 | 4% | -4% | 3% | -5% | 9% | 11 | 11% | -6% | -11
COc1cccc(NS(=O)(=O)c2cc3c4c(c2)C(C)C(=O)N4CCC3)c1 (stereo unspecified) | · | 29% | · | · | -6% | · | 0% | · | -2
CCOc1ccc(CN(Cc2ccco2)S(=O)(=O)c2ccc(-n3cnnn3)c(OC)c2)cc1 | -4% | 0% | ? | -4% | 4% | -2 | ? | -1% | -32
CCOC(=O)C1CCN(C(=O)Nc2ccc(Cl)cc2Cl)CC1 | 4% | 0% | -1% | 0% | 4% | 1 | 11% | -7% | 2
Cc1nc(-c2ccccc2)c(Cc2ccccc2O)c(=O)[nH]1 | -6% | 0% | 1% | 0% | -14% | 22 | 5% | -3% | -4
Cc1oc2c(CN3CCC(C)CC3)c(O)ccc2c(=O)c1-c1ccccc1 | 0% | 0% | -3% | -5% | -2% | -14 | -21% | ? | -2
Cc1ccc(S(=O)(=O)Nc2ccccc2N=Cc2c(F)c(F)c(F)c(F)c2F)cc1 | -24% | -25% | ? | 3% | 9% | -20 | ? | ? | -6
CC/C(Cc1ccccc1)=N/NC(=O)CCn1nnc2ccccc21 | 17% | 0% | -3% | 10% | 2% | 35 | 6% | -5% | 2
Cc1ccnc(NC2(C(F)(F)F)N=C3SCCN3C2=O)c1 (stereo unspecified) | 15% | 1% | -10% | 21% | 11% | 24 | -3% | -2% | 0
Cc1nc2c(o1)CCc1ccccc1C2O (stereo unspecified) | 6% | -9% | -6% | 20% | 0% | 0 | 2% | 0% | 6
Cc1ccc(S(=O)(=O)Oc2cccc([N+](=O)[O-])c2)cc1 | -18% | -8% | ? | -16% | -24% | -19 | -11% | ? | -3
Cc1c([C@@H]2C[C@H]3CN(Cc4cccc(Cl)c4)C(=O)[C@]34CCCN24)cnn1C | 10% | ? | -2% | -1% | 0% | -26 | 13% | 1% | -5
CC(=O)Nc1ccc(N2CCN(Cc3ccccc3F)CC2)cc1 | -6% | -22% | 4% | -13% | 6% | -5 | 39% | 2% | -19
O=C(c1ccc(NC(=S)NCc2ccco2)cc1)N1CCCCC1 | -13% | -3% | 24% | -3% | 3%[7.66 µM] | 5 | 7% | 2% | 2
CC(=O)Nc1cc(-c2ccccc2)cn2c(-c3ccc(F)cc3)cnc12 | 4% | 5% | · | -1% | -1% | ? | 0% | · | 5
CC(C(=O)N1CCc2ccccc21)N1CCN(S(=O)(=O)c2ccc3c(c2)OCCCO3)CC1 (stereo unspecified) | -6% | ? | -1% | -3% | 2% | -29 | -12% | 1% | -9
O=C(O)CSc1ccccn1 | 0% | 23% | -4% | 12% | -5% | 35 | -18% | 16% | -7
COc1ccc(N2CC(C)Cn3c2nc2c3c(=O)[nH]c(=O)n2C)cc1 (stereo unspecified) | -1% | -6% | -7% | -9% | -14% | -6 | 3% | -2% | -7
COCCN(Cc1ccccc1)C(=O)c1cccc(S(=O)(=O)N2CCN(Cc3ccccc3)CC2)c1 | -20% | ? | · | -16% | 2% | -7 | -23% | · | 4

As entered above:
COCCN(Cc1ccccc1)C(=O)c1cccc(S(=O)(=O)N2CCN(Cc3ccccc3)CC2)c1 in D3 ag is listed with 4
CC(=O)Nc1cc(-c2ccccc2)cn2c(-c3ccc(F)cc3)cnc12 in D3 ag is listed with 5
O=C(O)CSc1ccccn1 in SW480 rerep is listed with 16%
Cc1ccc(S(=O)(=O)Oc2cccc([N+](=O)[O-])c2)cc1 in IL-1B inflam inh is listed with -19
Cc1c([C@@H]2C[C@H]3CN(Cc4cccc(Cl)c4)C(=O)[C@]34CCCN24)cnn1C in KB-3-1 tox is listed with 13%
O=C(c1ccc(NC(=S)NCc2ccco2)cc1)N1CCCCC1 in MCF10A rereplic is listed with 24%

The listing picks up with the 3 entries that preceded the break.
SMILES | HT1080 IDH1KD tx | KB-V1 cytotox | MCF10A rereplic | HT1080NT lethal | GLP1R cytotox | IL-1B inflam inh | KB-3-1 tox | SW480 rerep | D3 ag
O=C(O)CSc1ccccn1 | 0% | 23% | -4% | 12% | -5% | 35 | -18% | 16% | -7
COc1ccc(N2CC(C)Cn3c2nc2c3c(=O)[nH]c(=O)n2C)cc1 (stereo unspecified) | -1% | -6% | -7% | -9% | -14% | -6 | 3% | -2% | -7
COCCN(Cc1ccccc1)C(=O)c1cccc(S(=O)(=O)N2CCN(Cc3ccccc3)CC2)c1 | -20% | ? | · | -16% | 2% | -7 | -23% | · | 4
NS(=O)(=O)c1ccc(CCNC(=O)COC(=O)CCc2c[nH]c3ccccc23)cc1 | -1% | · | 6% | 0% | 9% | 5 | · | -3% | -17
O=S(=O)(NCc1c(Cl)cccc1Oc1ccccc1)c1ccc(F)cc1 | 3% | -29% | ? | -2% | ? | 34 | 16µM* | ? | 0
Cc1ccccc1OCC(=O)Nc1ccc2nc(SCC(=O)N(C)c3ccccc3)sc2c1 | · | ? | · | · | -15% | · | 17% | · | 12
Cc1ccc(NNC(=O)Nc2ccc(Cl)cc2)nn1 | 8% | 19% | 3% | -1% | -1% | -12 | 7% | -2% | 4
Cc1ccc(-c2cc(C(=O)N/N=C/c3ccco3)n[nH]2)s1 | -1% | ? | -10% | 9% | 2% | -7 | 11% | 2% | 4
O=C(CNC(=O)Cc1ccc(Cl)cc1)NCc1ccco1 | 23% | 3% | 3% | 10% | 16% | 39 | 7% | 2% | 3
COc1ccc(C(=O)NCCc2c[nH]c3ccccc23)cc1 | -2% | 16% | -10% | 1% | -12% | -11 | 13% | 5% | -5
Cc1nc2nc(C)c(NS(=O)(=O)c3ccc4c(c3)CCCC4)c(=O)n2[nH]1 | 11% | 25% | 1% | 14% | -3% | 7 | 0% | 59% | 0
Cc1cc(NS(=O)(=O)c2ccc(NC(=O)/C=C/c3ccccc3Cl)cc2)no1 | -5% | · | 17% | 1% | -3% | 2 | · | 1% | 2
COc1ccccc1NC(=O)Nc1ccnn1C1CCN(C(=O)c2cscn2)CC1 | -5% | -3% | ? | -4% | 7% | 11 | -1% | ? | 1
COc1ccc(CNC(=O)CC2C[C@H](C(=O)N3CCOCC3)[C@@]3(CCC4CCCC4)c4[nH]c5ccccc5c4CCN3C2=O)cc1OC (stereo partly specified) | 1% | -1% | -6% | 0% | -14% | -27 | 0% | ? | -17
CC1(C)CC(NC(=O)Cc2ccccc2[N+](=O)[O-])CC(C)(C)N1 | 1% | 0% | 1% | -2% | 24% | 21 | 7% | -73%[inhibitor] | -3
CCn1c(CCn2ccnc2C)n[nH]c1=S | 23% | 10% | 1% | -7% | 11% | 15 | -1% | -11% | 11
COc1cccc(CN2CCN(Cc3cccc4c3OCO4)CC2CCO)c1 (stereo unspecified) | -4% | -21% | 1% | 15% | -21% | -6 | 3% | -141% | -10
O=C(NCc1ccc(Cl)nc1)c1csc(COCCO)n1 | 14% | 4% | · | 20% | 6% | 36 | 0% | · | 13

High-throughput results deposited in PubChem by National Center for Advancing Translational Sciences (NCATS).
